# Source: PubChem BioAssay (several laboratories)
# HIV peptide binding: inhibitors of HIV fusion peptide binding, primary screen, biochemical, uHTS, fluorescence dequenching (AID 1986). inhibition, % at 20 µM; hits with a dose series show IC50 in µM. cell-free peptide binding, fluorescence dequenching, 30 min; higher % means a stronger effect. 290,000 compounds, 0.3% hits; in the data active = inhibition mostly above about 52%, no sharp cut-off; inactive = mostly below about 76%; note: some results filed as inactive read as strong as hits
# Rac1 GTP hydrolysis: MgcRacGAP GTPase-activating activity inhibitors, confirmation, biochemical, ADP Hunter fluorescence; 340,000 compounds, 0.6% hits; AID 624330; one-dose inhibition, % at 30 µM; IC50 in µM for titrated hits; MgcRacGAP-stimulated Rac1 GTP hydrolysis, ADP Hunter fluorescence; higher % means a stronger effect; GST-tagged Rac1 F28L mutant substrate;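 active = first-screen hits whose inhibition reached a set limit at any dose in the follow-up dose series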;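 note: fluorescence reports GDP produced by GAP-driven GTP hydrolysis; strong numbers were not always called active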
# NTR1 agonist: agonists of NTR1, primary screen, imaging, U2OS cells, beta-arrestin-GFP, high content (AID 493036) | NTR1-U2OS beta-arrestin-GFP spot imaging, agonist mode | activation, % at 20 µM | 330,000 compounds, 0.17% hits;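 active = activation at or above 40% of the spot to cytoplasm intensity ratio, with at least 20 cells analyzed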;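 note: 0% = DMSO without peptide and 100% = 100 nM NTR1 peptide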
# Target sequence (P30989 whole entry, looked up): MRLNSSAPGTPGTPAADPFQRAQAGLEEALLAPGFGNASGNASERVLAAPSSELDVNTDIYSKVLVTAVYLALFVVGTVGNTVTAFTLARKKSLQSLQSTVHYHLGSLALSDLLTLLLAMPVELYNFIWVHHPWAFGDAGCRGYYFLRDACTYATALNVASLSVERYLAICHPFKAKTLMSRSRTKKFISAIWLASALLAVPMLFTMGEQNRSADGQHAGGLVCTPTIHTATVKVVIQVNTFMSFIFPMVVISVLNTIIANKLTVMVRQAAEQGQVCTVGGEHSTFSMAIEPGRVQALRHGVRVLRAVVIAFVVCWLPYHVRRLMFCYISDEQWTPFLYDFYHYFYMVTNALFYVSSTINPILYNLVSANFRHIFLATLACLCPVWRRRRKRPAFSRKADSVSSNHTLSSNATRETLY
# GPR35 antagonists: GPR35 antagonists blocking zaprinast-driven arrestin recruitment, primary screen, imaging, U2OS, beta-arrestin-GFP, zaprinast agonist (AID 2058); inhibition, % at 10 µM, or IC50 in µM where a hit was titrated; 290,000 compounds, 0.052% hits; U2OS GPR35 beta-arrestin-GFP translocation imaging, zaprinast antagonism; higher % means a stronger effect;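 active = inhibition of at least 50% with at least 30 cells and total cytoplasm GFP at most 10,000,000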
# GPR55 antagonists: GPR55 antagonists blocking LPI-driven arrestin recruitment, primary screen, imaging, U2OS, beta-arrestin-GFP, LPI agonist (AID 2013). U2OS GPR55 beta-arrestin-GFP translocation imaging, LPI antagonism; higher % means a stronger effect. 290,000 compounds, 0.13% hits. inhibition, % at 10 µM, or IC50 in µM where a hit was titrated;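 active = spots per cell inhibited over 60%, with over 100 cells counted and total cytoplasm intensity under 500,000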;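 note: U2OS cells stably carrying GPR55 and arrestin-GFP stimulated by 5 µM LPI near EC80; imaged beta-arrestin-GFP aggregate spots per cell after agonist stimulation; plate controls were LPI-stimulated DMSO wells for no effect and DMSO wells without LPI for full effect; some results filed as inactive read as strong as hits; confirmed hits need IC50 under 10 µM and bright autofluorescent wells are also inconclusive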
# SIAH1 antagonists: blockers of Siah-1 interaction with plectin peptide – biochemical, fluorescence polarization, rhodamine-plectin, uHTS, primary screen (AID 1817); Siah-1 / rhodamine-plectin peptide fluorescence polarization; higher % means a stronger effect; displacement, % at 20 µM, or IC50 in µM where a hit was titrated; 290,000 compounds, 0.02% hits;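 active = displacement of at least 50% at 20 µM, with a fluorescence ratio check between 0.3 and a set limit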;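 note: plate controls were Siah plus tracer with DMSO for no effect and tracer alone without Siah for full effect; strong numbers were not always called active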
# Myeloid diff 2: myeloid differentiation induction. ER-HoxA9 myeloid progenitors, lysozyme-GFP differentiation, flow cytometry. calls only at 10 µM. 360,000 compounds, 1% hits. AID 624256;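 active = normalized GFP-positive differentiation at or above the plate's own cutoff, the solvent-only control mean plus 3 SD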;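 note: cells exposed to compound for four days before flow analysis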
# LYP inhibition: PTPN22 lymphoid phosphatase activity blockers – biochemical, fluorescence intensity, uHTS (AID 1779); one-dose inhibition, % at 11.5 µM; IC50 in µM for titrated hits; 290,000 compounds, 0.054% hits; recombinant LYP phosphatase, fluorescence intensity; higher % means a stronger effect; in the data active = inhibition above about 50%;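 note: plate controls were vehicle with enzyme for no effect and no enzyme for full effect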
# PhoP inhibition: PhoP-dependent GFP reporter repression – Salmonella Typhimurium, primary screen (AID 1863). S. Typhimurium PhoP-regulated promoter GFP reporter, 4 h; higher % means a stronger effect. one-dose inhibition, % at 50 µM; IC50 in µM for titrated hits. 300,000 compounds, 0.16% hits;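 active = inhibition over 29.93%, a cutoff 3 SD above the screen mean, later confirmed by dose response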;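 note: 0% = low Mg2+ inducing control and 100% = high Mg2+ repressing control; strong numbers were not always called active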
# NTR1 agonist cell count 20 µM: recorded beside NTR1 agonist, whose call it bears; cell count; measured here: cell count, cytotoxicity flag
# Myeloid diff 2 GFP+ MAC1+ %: recorded beside Myeloid diff 2, whose call it bears; GFP+ MAC1+ double positive, %; measured here: differentiation confirmed by MAC1 staining
# Active calls of the source: *; i = inactive; nt = no result given.
[1] COc1ccc(-n2c(SCC(=O)N3CCCCC3C)nnc2-c2cccnc2)cc1 (centres undefined)
[2] CS(=O)(=O)Nc1nc2n(n1)C(c1ccc(F)cc1)CC(c1ccccc1)N2 (centres undefined)
[3] Cn1c(SCC(=O)Nc2ccc3nc(SCC(=O)N4CCCC4)sc3c2)nnc1-c1ccc(N)cc1
[4] CNC(=S)Nc1ccc(OC(F)(F)F)cc1
[5] O=C(CNC(=O)Cn1ccc2ccccc2c1=O)NCCCN1CCCCCC1
[6] CCCCN(c1ccccc1)S(=O)(=O)N(C)C
[7] COc1ccc(Cl)cc1NC(=S)N(Cc1ccccc1C)CC1CCC(C(=O)O)CC1 (centres undefined)
[8] Nc1nnc(Cc2cccc(Br)c2)s1

entry no.,1,2,3,4,5,6,7,8
HIV peptide binding,2.2%,-0.8%,1.7%,-3.6%,2.9%,-0.3%,5.1%,-0.6%
Rac1 GTP hydrolysis,6%,9%,11%,8%,8%,nt,-7%,3%
NTR1 agonist,1.1,0.5,nt,2.0,0.5,0.3,2.2,-0.9
NTR1 agonist cell count 20 µM,61,61,nt,35,69,43,34,57
GPR35 antagonists,14%,-12%,-13%,-8%,-22%,2%,5%,8%
GPR55 antagonists,-1%,-6%,0%,10%,2%,-2%,14%,-7%
SIAH1 antagonists,1%,4%,-1%,-2%,2%,4%,-2%,-2%
Myeloid diff 2,i,i,i,i,i,i,i,i
Myeloid diff 2 GFP+ MAC1+ %,0.3,1.2,1.6,0.6,0.6,0.5,1.4,0.7
LYP inhibition,4%,-5%,1%,-11%,-2%,-7%,2%,-10%
PhoP inhibition,-3%,-13%,-4%,0%,1%,-4%,1%,8%

[9] CCN(C(=O)CN1c2ccccc2CC1C)c1c(N)n(Cc2ccccc2)c(=O)[nH]c1=O (centres undefined)
[10] COc1ccccc1CNC(=O)CS(=O)(=O)Cc1ccccc1
[11] Cc1ccc(-c2nnc(OCC3CCCO3)c3ccccc23)cc1 (centres undefined)
[12] O=C1OCC/C1=C\OCCCO/C=C1\CCOC1=O
[13] Cc1ccc(Cn2c(C3CCCN3c3nc(-c4ccc(F)cc4)cs3)nc3cc(Cl)c(Cl)cc32)cc1 (centres undefined)
[14] Cc1ccccc1CC(=O)N1CCOCC1
[15] C=C(C)COc1ccc(-c2nc(N)nc(C(F)(F)F)c2-c2ccc(OC)cc2)c(O)c1
[16] Cc1c(C(=O)NCCSCc2cccc(C(F)(F)F)c2)cnn1-c1ccc(Cl)cc1

entry no.,9,10,11,12,13,14,15,16
HIV peptide binding,72%,2.1%,1.2%,-0.4%,nt,1.3%,2.3%,0.6%
Rac1 GTP hydrolysis,13%,2%,-1%,0%,6%,7%,12%,8%
NTR1 agonist,-0.5,-0.1,3.0,-1.1,-3.7,0.6,41*,1.7
NTR1 agonist cell count 20 µM,51,57,55,50,77,60,90*,61
GPR35 antagonists,1%,-15%,0%,7%,nt,17%,8%,4%
GPR55 antagonists,5%,10%,11%,5%,nt,-5%,-4%,17%
SIAH1 antagonists,4%,0%,0%,-3%,nt,1%,-4%,8%
Myeloid diff 2,i,i,i,i,i,i,i,i
Myeloid diff 2 GFP+ MAC1+ %,0.5,0.5,0.7,0.3,0.3,0.4,0.8,0.2
LYP inhibition,-4%,-9%,-3%,-8%,nt,-2%,8%,4%
PhoP inhibition,5%,-6%,16%,8%,-4%,0%,-8%,2%

[17] Cc1ccoc1C(=O)N1CCN(C(=O)c2occc2C)CC1
[18] CCOc1cc(C)nc(NCCc2ccc(OC)c(OC)c2)n1
[19] Cc1cccc(-n2ccc(=O)c(C(=O)Nc3ccc(S(=O)(=O)Nc4onc(C)c4C)cc3)n2)c1
[20] C/C(=N\Nc1ccc(S(=O)(=O)Nc2ccccc2)cc1[N+](=O)[O-])c1ccc(N2CCOCC2)cc1
[21] Oc1c(Cl)cccc1C=Nc1cc(C(F)(F)F)ccc1N1CCCC1
[22] Cc1nc2ccccc2c2oc(C(=O)Nc3ccc(C(C)C)cc3)cc12
[23] CN1CCN(CCOc2ccc(Cc3ccccc3)cc2)CC1
[24] CN1CCN(C(=O)/C(=C/c2cn(S(=O)(=O)N(C)C)c3ccccc23)NC(=O)c2ccccc2)CC1

entry no.,17,18,19,20,21,22,23,24
HIV peptide binding,-1.0%,0.5%,0.1%,-5.0%,-0.2%,-1.0%,-0.5%,1.8%
Rac1 GTP hydrolysis,3%,7%,2%,6%,13%,-13%,11%,11%
NTR1 agonist,0.6,5.3,0.1,2.1,0.7,9.7,0.2,-0.9
NTR1 agonist cell count 20 µM,46,54,60,72,40,86,60,63
GPR35 antagonists,10%,-13%,8%,-14%,-24%,23%,-5%,4%
GPR55 antagonists,-5%,14%,10%,-8%,0%,10%,10%,15%
SIAH1 antagonists,-2%,4%,1%,2%,6%,6%,0%,9%
Myeloid diff 2,i,i,i,i,i,i,i,i
Myeloid diff 2 GFP+ MAC1+ %,1.3,6.3,1.2,0.6,1.4,0.2,1.1,1.5
LYP inhibition,-8%,-6%,-8%,4%,-5%,11%,-14%,-7%
PhoP inhibition,3%,-2%,-12%,0%,13%,-2%,-4%,-5%

[25] Cc1oc2c(C)c3oc(=O)c(CCC(=O)NCCCN4CCCC4=O)c(C)c3cc2c1C
[26] COc1ccc(NC(=O)N2CCC(C(=O)c3ccc4c(c3)OCCO4)CC2)cc1
[27] CCOC(=O)C1=C(C)NC(C)=C(C(=O)OCC)C1/C=C/c1ccccc1
[28] CC(=O)c1ccc(NS(=O)(=O)c2ccccc2)cc1
[29] CN1CCN(c2ccccc2NC(=O)c2c(F)cccc2F)CC1
[30] O=C(CCC(=O)OCc1ccc(Br)cc1)Nc1ccccc1
[31] COc1cccc(NC(=O)COC(=O)c2ccc(S(=O)(=O)NCc3ccco3)cc2)c1
[32] COc1cc(C(=O)NNC(=O)NC2CCCCC2)cc(OC)c1OC

entry no.,25,26,27,28,29,30,31,32
HIV peptide binding,-1.0%,-1.3%,-0.2%,-1.6%,-0.2%,0.6%,5.4%,2.3%
Rac1 GTP hydrolysis,2%,10%,6%,5%,2%,1%,5%,9%
NTR1 agonist,-2.2,0.9,15,-2.0,1.1,1.9,-0.2,-1.3
NTR1 agonist cell count 20 µM,87,46,54,85,59,69,83,42
GPR35 antagonists,-19%,12%,13%,2%,-2%,-12%,-5%,15%
GPR55 antagonists,-8%,14%,16%,4%,8%,9%,7%,8%
SIAH1 antagonists,13%,8%,1%,-1%,0%,-6%,-2%,0%
Myeloid diff 2,i,i,i,i,i,i,i,i
Myeloid diff 2 GFP+ MAC1+ %,1.8,4.9,0.7,0.6,0.5,0.5,2.8,0.8
LYP inhibition,-9%,-8%,3%,-5%,-7%,-15%,-4%,-14%
PhoP inhibition,-1%,10%,13%,6%,3%,4%,-3%,-3%

[33] CCC(C)NC(=O)Cn1nc(Cc2ccncc2)c2ccccc2c1=O (centres undefined)
[34] O=C(/C=C/c1ccco1)Nc1ccc(C(=O)N2CCOCC2)cc1
[35] CCc1ccc(-c2cn(-c3nc(C)cc(C)n3)c(=N)o2)cc1
[36] CSc1ccc(S(=O)(=O)Nc2ccc(N3CCOCC3)c(Cl)c2)cc1
[37] CCc1cc(=O)oc2c3c(cc(OCC(=O)NCc4ccncc4)c12)OC(C)(C)CC3
[38] Cc1c(C(=O)N2CCCCC2C)sc2nc3n(c(=O)c12)CCC3 (centres undefined)
[39] O=C(O/N=C(\c1ccccc1)c1ccccn1)c1ccc(Cl)c(Cl)c1
[40] CN1C(=O)c2ccc(NC(=S)NC(=O)C(C)(C)C)cc2C1=O

entry no.,33,34,35,36,37,38,39,40
HIV peptide binding,-0.8%,13%,1.5%,0.2%,0.4%,2.5%,1.8%,-0.9%
Rac1 GTP hydrolysis,-2%,9%,3%,11%,1%,10%,0%,12%
NTR1 agonist,-1.0,4.7,46*,2.1,0.2,0.0,4.5,0.4
NTR1 agonist cell count 20 µM,85,55,79*,43,106,65,79,61
GPR35 antagonists,0%,-5%,-27%,-4%,3%,-5%,1%,-4%
GPR55 antagonists,-10%,3%,11%,6%,8%,14%,5%,-4%
SIAH1 antagonists,-1%,-2%,0%,-1%,-1%,1%,6%,2%
Myeloid diff 2,i,i,i,i,i,i,i,i
Myeloid diff 2 GFP+ MAC1+ %,0.2,0.5,1.7,5.5,1.3,1.7,0.3,0.5
LYP inhibition,-7%,2%,-12%,4%,-20%,1%,-1%,5%
PhoP inhibition,-3%,-4%,9%,-9%,-6%,1%,-6%,2%

# Among those listed so far, 4 contain a CF3 group:
[4] CNC(=S)Nc1ccc(OC(F)(F)F)cc1
[15] C=C(C)COc1ccc(-c2nc(N)nc(C(F)(F)F)c2-c2ccc(OC)cc2)c(O)c1
[16] Cc1c(C(=O)NCCSCc2cccc(C(F)(F)F)c2)cnn1-c1ccc(Cl)cc1
[21] Oc1c(Cl)cccc1C=Nc1cc(C(F)(F)F)ccc1N1CCCC1

entry no.,4,15,16,21
HIV peptide binding,-3.6%,2.3%,0.6%,-0.2%
Rac1 GTP hydrolysis,8%,12%,8%,13%
NTR1 agonist,2.0,41*,1.7,0.7
NTR1 agonist cell count 20 µM,35,90*,61,40
GPR35 antagonists,-8%,8%,4%,-24%
GPR55 antagonists,10%,-4%,17%,0%
SIAH1 antagonists,-2%,-4%,8%,6%
Myeloid diff 2,i,i,i,i
Myeloid diff 2 GFP+ MAC1+ %,0.6,0.8,0.2,1.4
LYP inhibition,-11%,8%,4%,-5%
PhoP inhibition,0%,-8%,2%,13%

# (listing goes on)
[41] O=C(O)c1ccccc1S(=O)CCO (centres undefined)
[42] COc1ccc(NS(=O)(=O)c2ccc3c(c2)CCN3C(=O)CCC(=O)O)cc1OC
[43] CCOC(=O)C(C)(C)NS(=O)(=O)c1ccc(Cl)c([N+](=O)[O-])c1
[44] CC1NC(=O)NC1CCCCC(=O)O (centres undefined)
[45] CCOC(=O)CN1C(=O)C(=O)c2cccc(C)c21

entry no.,41,42,43,44,45
HIV peptide binding,-1.0%,-0.4%,-1.0%,0.5%,2.2%
Rac1 GTP hydrolysis,-3%,4%,4%,0%,12%
NTR1 agonist,0.4,-1.1,3.8,1.1,-0.7
NTR1 agonist cell count 20 µM,78,91,60,55,60
GPR35 antagonists,-6%,6%,16%,3%,0%
GPR55 antagonists,-10%,0%,6%,2%,0%
SIAH1 antagonists,-3%,-2%,-1%,3%,-1%
Myeloid diff 2,i,i,i,i,i
Myeloid diff 2 GFP+ MAC1+ %,0.8,0.7,0.7,0.7,2.2
LYP inhibition,-12%,-3%,-2%,-8%,3%
PhoP inhibition,-5%,9%,23%,15%,5%
